Salmonella PhoP GFP: inhibitors of PhoP regulon expression, primary screen, Salmonella Typhimurium, GFP reporter (AID 1863). S. Typhimurium PhoP-regulated promoter GFP reporter, 4 h; higher % means a stronger effect. inhibition, % at 50 µM; hits with a dose series show IC50 in µM. 300,000 tested, 0.16% active;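 active means inhibition over 29.93%, a cutoff 3 SD above the screen mean, later confirmed by dose response; inconclusive means inhibition over 29.93% but no dose response follow-up; inactive means inhibition at most 29.93% or unconfirmed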;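 further: 0% = low Mg2+ inducing control and 100% = high Mg2+ repressing control; strong numbers were not always called active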
Rac1 GTP hydrolysis: MgcRacGAP GTPase-activating activity inhibitors, confirmation, biochemical, ADP Hunter fluorescence; MgcRacGAP-stimulated Rac1 GTP hydrolysis, ADP Hunter fluorescence; higher % means a stronger effect; GST-tagged Rac1 F28L mutant substrate; inhibition, % at 30 µM, or IC50 in µM where a hit was titrated; 340,000 tested, 0.6% active; AID 624330;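 active means first-screen hits whose inhibition reached a set limit at any dose in the follow-up dose series; inconclusive means inhibition above the set first-screen limit but never retested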;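 further: fluorescence reports GDP produced by GAP-driven GTP hydrolysis; strong numbers were not always called active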
West Nile virus CPE: inhibition of WNV-induced cytopathic effect – cell-based, CPE readout (AID 1621); West Nile virus-infected cells, CPE inhibition; higher % means a stronger effect; 290,000 tested, 0.02% active; CPE inhibition, % at 10 µM, or IC50 in µM where a hit was titrated; in the data active means a potency from the dose series; inconclusive means CPE inhibition mostly from about 3.7% at the one dose, without a potency; inactive means the rest, 99 in 100 with CPE inhibition below about 2.2%; further: strong numbers were not always called active
WT yeast gro inh: growth inhibition of WT yeast, mitochondrial fusion screen | mitochondrial fusion phenotypic screen, WT strain | inhibition, % at 10 µM | 190,000 tested, 2.1% active; in the data active means inhibition above about 58%; tested in S. cerevisiae
RSV antiviral HEp-2: inhibition of RSV-induced cytopathic effect – HEp-2 cells, primary 10 µM value included (AID 2391) | HEp-2 cells, RSV-induced CPE inhibition; higher % means a stronger effect | CPE inhibition, % at 10 µM; hits with a dose series show IC50 in µM | 310,000 tested, 0.13% active; in the data active means a potency from the dose series; inconclusive means CPE inhibition mostly from about 23% at the one dose, without a potency; inactive means the rest, 99 in 100 with CPE inhibition below about 21%; further: strong numbers were not always called active
Myeloid diff MLP: promotes myeloid progenitor differentiation; ER-HoxA9 myeloid progenitors, lysozyme-GFP differentiation, flow cytometry; calls only at 10 µM; 360,000 tested, 1% active;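 active means normalized GFP-positive differentiation at or above the plate's own cutoff, the solvent-only control mean plus 3 SD; inconclusive means no clear call, values can overlap the other calls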;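 further: cells exposed to compound for four days before flow analysis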
bCat nuc transl: modulators of beta-catenin nuclear translocation; HeLa beta-catenin nuclear translocation, immunofluorescence imaging; nuclear translocation activity, % at 5 µM; AID 1665; 190,000 tested, 0.3% active;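 active means nuclear translocation activity above 50% at 5 µM, with a well cell count of 50 or more; inconclusive means wells under 50 cells across six images, flagged as toxic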;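 further: per-cell ratio of nuclear to cytoplasmic median beta-catenin stain intensity; plate controls were DMSO negative control for no effect and GSK-3 inhibitor IX positive control for full effect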
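Test system: human HeLa cells, native beta-catenin. Compound dosing: 5 µM primary single dose, 0.1% DMSO, 0.02–20 µM confirmation series. Incubation: compound exposure 24 h at 37°C. Detection: beta-catenin immunostaining with DAPI counterstain, 20x imaging, 6 fields/well. Read-out basis: Nuclear/cytoplasmic beta-catenin signal ratio, % activation.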
Large T inhibition: TAg ATPase/helicase activity blockers – biochemical (AID 1903) | SV40 large T antigen ATPase/helicase inhibition assay; higher % means a stronger effect | inhibition, % at 20 µM, or IC50 in µM where a hit was titrated | 310,000 tested, 0.39% active; in the data active means a potency from the dose series; inconclusive means inhibition mostly from about 32% at the one dose, without a potency; inactive means the rest, 99 in 100 with inhibition below about 32%; further: strong numbers were not always called active
T cell HTS: T cell immune modulation candidate. 2C CD8+ T cell-vesicle binding, flow cytometry; hits give low values. calls only at 7 µM. 330,000 tested, 0.068% active. AID 2052;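 active means response, share of CD8 T cells binding vesicles, and their 90th percentile fluorescence all below set limits, cut at about 80% in these data, passing the limit was not always enough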
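Also added: QL9-peptide-loaded Drosophila micro-vesicles bearing Ld, ICAM-1 and B7-1; Test system: purified 2C TCR transgenic mouse naive CD8+ T cells; Measured by: cytometric PE anti-B7-1 and Alexa647 anti-CD8 signals after 1% paraformaldehyde fixation; Timing: binding step 1.5 h, 37 °C, antibody labelling 20 min, ice.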
WT yeast gro inh mutant strain: recorded beside WT yeast gro inh, whose call it bears; inhibition, %; mitochondrial fusion phenotypic screen, mutant strain inhibition
bCat nuc transl cell count 5 µM: second read-out of bCat nuc transl, no call of its own (marks repeat the call); cell count; measured here: cell count, cytotoxicity flag
T cell HTS vesicle-bound %: further read-out of T cell HTS, marked with its call; double positive events, %; measured here: CD8+ vesicle-bound cell fraction;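 binding gate set so that unloaded-vesicle control wells show 10% double positive cells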
Myeloid diff MLP GFP+ MAC1+ %: also measured in Myeloid diff MLP; calls as there; GFP+ MAC1+ double positive, %; measured here: differentiation confirmed by MAC1 staining
The depositor's hits bear a star; i = inactive; u = inconclusive; x = no result given.

SMILES	Salmonella PhoP GFP	Rac1 GTP hydrolysis	West Nile virus CPE	WT yeast gro inh	WT yeast gro inh mutant strain	RSV antiviral HEp-2	Myeloid diff MLP	Myeloid diff MLP GFP+ MAC1+ %	bCat nuc transl	bCat nuc transl cell count 5 µM	Large T inhibition	T cell HTS	T cell HTS vesicle-bound %
Cc1ccc(-n2nc(CC#N)c(C#N)c2N)cc1Cl	16%	1%	-0.1%	-4	-18	3.5%	i	1.0	-0.9	1109	2%	i	21
CCN(CC)S(=O)(=O)c1ccc2oc(Nc3ccc(OC)cc3OC)nc2c1	-2%	6%	0.3%	x	x	12%	i	2.4	x	x	13%	i	32
COc1ccc(NC(=O)CCN2CCN(S(=O)(=O)c3cc(Cl)ccc3OC)CC2)cc1	-2%	7%	0.0%	19	21	-0.6%	i	0.7	-1.4	1057	5%	i	59
CCCCOc1ccc(C(=O)N/C(=C/C=C/c2ccccc2)C(=O)NCCO)cc1	3%	3%	-0.5%	-9	-7	3.1%	i	0.2	0.1	936	10%	i	44
Cc1ccc(S(=O)(=O)N2CCN(Cc3nc4sc(C)c(C)c4c(=O)[nH]3)CC2)cc1	4%	8%	2.8%	-7	1	-1.5%	i	3.8	5.5	1119	-2%	i	23
CCCCNC(=O)NNC(=O)COc1cc(C)cc(C)c1	-3%	8%	0.3%	-5	-5	0.4%	i	0.8	x	x	0%	i	49
CC(C)CCN(C(=O)CNC(=O)c1ccco1)C(C(=O)NC1CCCCC1)c1cccnc1 (stereo unspecified)	7%	3%	0.3%	x	x	1.2%	i	4.3	x	x	5%	i	49
COc1cccc(NC(=O)c2ccc(S(=O)(=O)N3CCCCC3)cc2)c1	-7%	12%	0.2%	-12	-10	0.8%	i	2.3	1.0	1087	5%	i	50
CCOc1ccc(C(=O)N2CCc3cc(OC)c(OC)cc3C2)cc1OCC	-8%	6%	-0.7%	17	26	3.6%	i	0.5	-0.6	1385	1%	i	10
Oc1ccccc1/C=N/n1c(-c2cccs2)n[nH]c1=S	0%	u	1.0%	13	-10	1.2%	i	0.9	-1.6	1356	27%	i	53
CC(C)N(Cc1nc(-c2ccc(Cl)cc2)no1)C(=O)CN(C)S(=O)(=O)c1ccc(Cl)cc1	7%	4%	-0.9%	44	15	6.1%	i	6.3	-0.7	1091	0%	x	x
Cc1ccc(NC(=O)C[n+]2cc(-c3ccccc3)n3c2CCC3)cc1	-4%	x	0.2%	x	x	2.1%	i	1.2	-0.4	1339	4%	i	20
c1coc(-c2nnc(SCc3nc4ccccc4[nH]3)o2)c1	9%	11%	-0.3%	1	-18	0.1%	i	4.2	0.3	1136	4%	i	11
CNC(=O)c1[nH]cnc1C(=O)NCC(=O)OC(C)(C)C	-2%	2%	0.0%	x	x	1.2%	i	1.0	x	x	3%	i	14
Cc1n[nH]c(C)c1SCC(=O)Nc1ccc(F)cc1	-9%	15%	0.5%	-12	-3	1.1%	i	1.1	-0.8	1135	8%	i	49
N=c1ncn(CC(O)CO)c2nc(N3CCOCC3)[nH]c12 (stereo unspecified)	2%	10%	0.5%	9	11	1.1%	i	0.8	x	x	14%	i	25
Cn1cc(SCC(=O)Nc2nc3ccccc3s2)c2ccccc21	-9%	7%	0.2%	-32	40	18%	i	1.4	0.2	1074	10%	i	33
COc1ccc(C(=O)Nc2cnc3sc(C)nn3c2=O)cc1	-6%	7%	-0.1%	-12	-1	4.1%	i	0.4	-1.0	1021	21%	i	56
COc1ccc(Br)cc1/C=N/NC(=O)c1nc(-c2ccccc2)n2c1CCCCC2	-4%	13%	0.9%	37	1	9.8%	i	1.0	-1.1	1039	-2%	i	42
Cc1nc2ccccc2c(=O)n1NC(=O)Cc1ccc([N+](=O)[O-])cc1	-3%	6%	-0.3%	17	10	1.6%	i	0.1	3.2	1052	1%	i	43
O=C(O)CSc1nc(-c2ccc(Cl)cc2)nc2c1oc1ccccc12	-2%	9%	u	13	-13	14%	i	0.7	-1.6	583	15%	i	46
CC(=O)c1cccc(N(CC(=O)Nc2ccccc2F)S(C)(=O)=O)c1	3%	5%	0.0%	4	12	-0.8%	i	0.0	-8.1	1062	2%	i	27
O=C(C1=COCCO1)N(Cc1nnc(-c2ccc(Cl)cc2)o1)C1CC1	-2%	2%	x	x	x	1.4%	i	0.8	x	x	10%	i	45
O=C1C(Cl)=C(N2CCOCC2)C(=O)N1c1ccccc1	-3%	20%	0.2%	-7	-12	0.5%	i	0.9	-2.3	1074	3%	i	46
COc1ccc(N(Cc2ccccc2)S(=O)(=O)c2cccc(C(=O)NC3=NCCS3)c2)cc1	-6%	10%	3.0%	44	16	16%	i	2.0	0.2	1259	-5%	i	30
CSc1ccccc1NC(=O)C1CCCO1 (stereo unspecified)	5%	6%	-0.1%	1	-2	0.9%	i	0.8	-2.0	775	9%	i	32
Cc1ccc(S(=O)(=O)c2nc(S(=O)(=O)c3ccc(C)cc3)c(N3CCN(CCO)CC3)s2)cc1	5%	2%	1.3%	x	x	-1.0%	u	x	x	x	-6%	i	59
CC1(C)N([O-])C(c2cccs2)=C[N+]1=O	22%	6%	-0.6%	9	17	-0.3%	i	1.2	-1.4	776	11%	i	31
Cc1ccc2nc3c(c(Nc4cccc(O)c4)c2c1)CCC3	0%	15%	-0.9%	x	x	3.7%	i	0.1	x	x	12%	i	47
N#CC(C(=O)c1ccco1)c1ccccn1 (stereo unspecified)	3%	2%	-0.2%	-9	-8	4.5%	i	6.0	-1.6	1045	-1%	i	17
Cc1ccc(NC(=O)CN(C)S(=O)(=O)c2cccs2)cc1F	2%	5%	-0.1%	6	-6	17%	i	0.1	0.9	1243	-4%	i	51
O=C(O)C1CC=CCC1C(=O)Nc1ccc2c(c1)OCCO2 (stereo unspecified)	3%	7%	0.3%	2	1	2.0%	i	0.9	0.6	526	1%	i	43
CCN(CC)CC(=O)N1CCCC(N2CCN(c3cccc(C(F)(F)F)c3)CC2)C1 (stereo unspecified)	1%	0%	0.2%	x	x	-1.1%	i	0.2	x	x	1%	i	48
Cc1c(CNC2CCC(C)CC2)c(C(=O)O)c(C)n1Cc1ccccc1 (stereo unspecified)	3%	3%	-0.1%	-6	1	0.8%	i	0.7	-0.7	993	8%	i	44
CSc1nnc(Cc2cc(=O)[nH]c(=O)[nH]2)n1-c1cccc(C)c1	-5%	6%	0.9%	-9	0	-1.2%	i	0.8	-1.0	1088	17%	i	10
CC(=O)Nc1ccc(-c2csc(NCCc3ccccc3)n2)cc1	-7%	9%	-0.7%	x	x	50%	x	x	x	x	13%	i	55
COc1ccc(OC)c(NC(=O)NCc2cccnc2)c1	0%	-3%	-0.5%	x	x	1.2%	i	1.1	x	x	28%	i	8
CCOC(=O)CC1(NC(=O)c2cc(COc3cccc(OC)c3)on2)CCCCC1	0%	1%	0.6%	x	x	-0.8%	i	1.1	x	x	5%	i	14
CCN(CCn1cccn1)Cc1c(C(=O)N2C[C@@H](C)O[C@@H](C)C2)nc2ccc(Cl)cn12	0%	3%	0.9%	-8	-3	-1.2%	i	0.4	-0.7	1588	16%	i	49
O=C(CN1CCc2ccccc21)Nc1ccc2c(c1)OCO2	-1%	7%	x	-2	17	1.2%	i	0.0	-3.4	1153	15%	i	46
COc1cc(C(=O)OCC#N)ccc1OCc1c(C)noc1C	-5%	8%	0.0%	x	x	-0.4%	i	0.1	41	559	11%	i	48
COc1ccccc1CNC(=O)Cc1ccc(C)cc1	-5%	5%	-0.1%	-1	-1	0.7%	i	0.5	-1.8	1060	7%	i	63
O=C(Nc1ccccc1F)C1CCCN1S(=O)(=O)c1ccc(Cl)cc1 (stereo unspecified)	x	5%	x	x	x	2.2%	i	1.5	x	x	x	i	28
CCOC(=O)c1sc(-c2ccc(F)cc2)cc1N	-14%	10%	0.9%	-33	-42	6.5%	i	0.7	-0.3	1044	7%	i	23
O=C(COC(=O)CNS(=O)(=O)/C=C/c1ccccc1)Nc1cc(S(=O)(=O)N2CCCCC2)ccc1Cl	5%	0%	-0.2%	-5	-6	1.9%	i	0.2	0.7	1487	-9%	i	56
COc1ccc(C(=O)NCC(=O)OCC(=O)NCc2cccs2)cc1	4%	3%	0.8%	4	1	0.2%	i	0.4	-0.8	1045	27%	i	40
Cc1cc(C(=O)N/N=C/c2ccccc2[N+](=O)[O-])c(C)o1	-3%	5%	-0.7%	5	-1	-2.6%	i	0.3	-0.2	1068	21%	i	26

2 of the compounds above, as labelled records.
O=C(O)C1CC=CCC1C(=O)Nc1ccc2c(c1)OCCO2 (stereo unspecified)
  Salmonella PhoP GFP: 3%
  Rac1 GTP hydrolysis: 7%
  West Nile virus CPE: 0.3%
  WT yeast gro inh: 2
  WT yeast gro inh mutant strain: 1
  RSV antiviral HEp-2: 2.0%
  Myeloid diff MLP: i
  Myeloid diff MLP GFP+ MAC1+ %: 0.9
  bCat nuc transl: 0.6
  bCat nuc transl cell count 5 µM: 526
  Large T inhibition: 1%
  T cell HTS: i
  T cell HTS vesicle-bound %: 43
CCN(CC)CC(=O)N1CCCC(N2CCN(c3cccc(C(F)(F)F)c3)CC2)C1 (stereo unspecified)
  Salmonella PhoP GFP: 1%
  Rac1 GTP hydrolysis: 0%
  West Nile virus CPE: 0.2%
  WT yeast gro inh: x
  WT yeast gro inh mutant strain: x
  RSV antiviral HEp-2: -1.1%
  Myeloid diff MLP: i
  Myeloid diff MLP GFP+ MAC1+ %: 0.2
  bCat nuc transl: x
  bCat nuc transl cell count 5 µM: x
  Large T inhibition: 1%
  T cell HTS: i
  T cell HTS vesicle-bound %: 48

Individual results from the list:
Entry for CC(C)CCN(C(=O)CNC(=O)c1ccco1)C(C(=O)NC1CCCCC1)c1cccnc1 (stereo unspecified) under Myeloid diff MLP GFP+ MAC1+ %: 4.3
Entry for COc1cc(C(=O)OCC#N)ccc1OCc1c(C)noc1C under bCat nuc transl cell count 5 µM: 559

Source: PubChem

Rows are unselected; overall some 3.6% were active at least once.
